Growth percent in the NCI-60 one-dose screen (48 h, 10 µM unless noted): 100 = growth as untreated, 0 = no growth, -100 = all killed.
OVCAR-4: OVCAR-4 ovarian cancer cells; AID 1794784; 80,000 compounds, 3.7% hits
IGROV1: IGROV1 ovarian cancer. 79,000 compounds, 4.7% hits. AID 1794786
NCI-H23: NCI-H23 lung cancer. 80,000 compounds, 4% hits
SK-OV-3: SK-OV-3 ovarian cancer cells. 80,000 compounds, 3.2% hits. AID 1794785
NCI-H322M: NCI-H322M lung cancer; 80,000 compounds, 2.7% hits; AID 1794733
NCI/ADR-RES: NCI/ADR-RES ovarian cells | 81,000 compounds, 4.4% hits | AID 1794790
NCI-H460: NCI-H460 lung cancer; 82,000 compounds, 6.8% hits; AID 1794736
NCI-H226: NCI-H226 lung cancer; AID 1794732; 79,000 compounds, 3.5% hits
NCI-H522: NCI-H522 lung cancer | 78,000 compounds, 8% hits
An asterisk follows results filed as active; · = not tested or not shown; & = joins results of further samples; [ ] = remark or other dose. The calls were made as follows: active = growth percent below 10; inactive = the rest.

SMILES	OVCAR-4	IGROV1	NCI-H23	SK-OV-3	NCI-H322M	NCI/ADR-RES	NCI-H460	NCI-H226	NCI-H522
COc1ccc(-c2nc(SCC(C)C)nc(Nc3ccc(C)cc3)c2C#N)cc1	-50*	60	74	74	53	73	·	66	81
O=P(Cc1ccccc1)(c1ccccc1)c1ccccc1	100	102	97	101	103	109	109	93	87
COc1ccc(C(=O)CSc2nnc(-c3ccc(-c4ccccc4)nc3C)o2)cc1	108	93	98	99	96	103	102	96	88
CC(=O)N1N=C(c2ccc(Oc3nnnn3-c3ccccc3)cc2)OC1c1ccc(Cl)cc1 (stereo unspecified)	94	93	83	99	88	82	99	88	·
CCN(CC)c1ccc(/C=C2\SC(=S)NC2=O)cc1	76	115	80	97	102	88	103	85	72
C/C(=C(/C)C1CC1CCNC1CCN(C(=O)OC(C)(C)C)CC1)c1ccccc1 (stereo unspecified)	102	95	93	104	106	92	102	94	91
O=C(O)CSCc1ccccc1	115	122	104	105	108	107	108	87	99
COc1cc(-c2nn(C(C)(C)C)cc2-c2ccnc(NCCCNS(=O)(=O)c3cccc4ccccc34)n2)ccc1Cl	57	71	70	89	87	51	53	63	61
COc1ccc(C(Cc2ccccc2)NC(C)CO)cc1 (stereo unspecified)	107	98	98	92	96	100	105	97	81
O=C(COC(=O)c1ccc([N+](=O)[O-])o1)Nc1cccc(Cl)c1Cl	98	·	·	98	85	·	103	111	105
O=C(Oc1ccc(/C=C/c2cc(OC(=O)c3c(Cl)cccc3Cl)cc(OC(=O)c3c(Cl)cccc3Cl)c2)cc1)c1c(Cl)cccc1Cl	114	100	95	94	106	98	104	94	95
COC(=O)c1c2c(c(C)[n+]([O-])c1C)C(=O)C(NCCCCO)=CC2=O	76	91	97	·	99	108	96	·	89
Clc1ccc(C2CC(c3cccc(OCCCCOc4cccc(C5=NOC(c6ccc(Cl)cc6)C5)c4)c3)=NO2)cc1 (stereo unspecified)	73	92	91	101	94	100	95	72	82
CCOC(=O)C(C#N)N=Nc1ccccc1 (stereo unspecified)	110	115	118	111	114	109	100	96	·
O=C(O)Cc1cccc([N+](=O)[O-])c1	·	97	95	·	100	104	108	99	107
O=c1ccn2c(n1)OC1CC2OC1COC(c1ccccc1)(c1ccccc1)c1ccccc1 (stereo unspecified)	110	115	116	101	106	112	106	102	61[100 µM]
CC1=Nc2cnc(Nc3ccc(N4CCNCC4)cc3)nc2Nc2ccccc21	101	82	96	109	87	98	99	89	82
Nc1c2c(=O)n3c(nc2nn1-c1nc2ccc(Cl)cc2s1)-c1ccccc1Sc1ccccc1-3	68	67	87	85	74	81	94	83	60
NC1N=C(SCC(=O)N2CCN(c3cc4c(cc3F)c(=O)c(C(=O)O)cn4C3CC3)CC2)NC(=O)/C1=C/c1ccc(Cl)cc1 (stereo unspecified)	99	104	103	114	107	105	110	106	95
C=C(C)C1CC[C@]2(C(=O)NCCCCCCCCN)CC[C@]3(C)C(=CC[C@@H]4[C@@]5(C)C[C@@H](CC#CC#CC[C@@H]6C[C@]7(C)[C@H]8CC=C9[C@H]%10[C@H](C(=C)C)CC[C@]%10(C(=O)NCCCCCCCCN)CC[C@@]9(C)[C@]8(C)CC[C@H]7C(C)(C)[C@H]6OC(C)=O)[C@H](OC(C)=O)C(C)(C)[C@@H]5CC[C@]43C)[C@@H]12 (stereo partly specified)	108	94	104	103	105	103	104	102	103
CC(=O)c1cccc(NC(=O)c2sc3nc4cc5c(cc4cc3c2N)OCCO5)c1	103	95	91	116	102	103	102	97	99
COc1cc2c(cc1OC)/C(=C/c1ccc(N(C)C)cc1)C=C2	90	102	99	110	111	87	111	79	83
C(CCc1nn[nH]n1)CCC1CCCCC1	104	101	100	112	124	106	111	·	·
CCCCN1CCCCn2c1nc1c2c(=O)n(C)c(=O)n1C	107	106	108	110	110	100	101	104	90

By substructure, the entries above with a carbonyl joined to an NH by a bond outside any ring (3)
SMILES	OVCAR-4	IGROV1	NCI-H23	SK-OV-3	NCI-H322M	NCI/ADR-RES	NCI-H460	NCI-H226	NCI-H522
O=C(COC(=O)c1ccc([N+](=O)[O-])o1)Nc1cccc(Cl)c1Cl	98	·	·	98	85	·	103	111	105
C=C(C)C1CC[C@]2(C(=O)NCCCCCCCCN)CC[C@]3(C)C(=CC[C@@H]4[C@@]5(C)C[C@@H](CC#CC#CC[C@@H]6C[C@]7(C)[C@H]8CC=C9[C@H]%10[C@H](C(=C)C)CC[C@]%10(C(=O)NCCCCCCCCN)CC[C@@]9(C)[C@]8(C)CC[C@H]7C(C)(C)[C@H]6OC(C)=O)[C@H](OC(C)=O)C(C)(C)[C@@H]5CC[C@]43C)[C@@H]12 (stereo partly specified)	108	94	104	103	105	103	104	102	103
CC(=O)c1cccc(NC(=O)c2sc3nc4cc5c(cc4cc3c2N)OCCO5)c1	103	95	91	116	102	103	102	97	99

Next structures
SMILES	OVCAR-4	IGROV1	NCI-H23	SK-OV-3	NCI-H322M	NCI/ADR-RES	NCI-H460	NCI-H226	NCI-H522
c1ccc(-c2cc(-c3ccccc3-c3ccc4ccccc4c3)no2)cc1	90	73	82	88	94	92	91	86	88
O=C(CCCCCCC(=O)Nc1ccc(C(=O)/C=C/c2cn(-c3ccccc3)nc2-c2ccc(Br)cc2)cc1)NNc1ccccc1	100	77	93	83	91	96	104	91	85
Cc1ccc2c(c1)C(C)Cc1c(N(C)C)ncnc1N2C (stereo unspecified)	61	59	50	35	81	29	15	82	4.8*
c1ccc(Sc2ccccc2)cc1	111	117	105	104	118	112	106	103	139
Clc1ccc(/C=N/c2n[nH]c(Nc3ccccc3)n2)cc1	95	108	96	101	101	97	108	105	95
O=C(NNC(=O)c1ccc(OCc2nc3ccc(Cl)cc3[nH]2)cc1)Nc1ccc(Cl)cc1	108	106	107	112	104	104	111	112	88
Cc1ccc(S(=O)(=O)NC(CCCN=C(N)N)C(=O)O)cc1 (stereo unspecified)	115	107	101	100	97	107	109	95	98
COc1ccc(S(=O)(=O)Nc2cc(Sc3cccc4cccnc34)c(O)c3ccccc23)cc1	-99*	6.0*	24	51	30	11	4.5*	41	-39*
Cn1c[n+](C)c2ccccc21	107	121	99	109	121	107	110	95	92
OC(COc1ccc(Cl)cc1)COc1ccc(Cl)cc1	120	102	103	109	125	106	109	106	107
Clc1ccc(SCCSc2ccc(Cl)cc2)cc1	98	109	107	100	103	113	110	103	99
CCC1S/C(=N\N=C(/C)c2cccs2)N(c2ccccc2)C1=O (stereo unspecified)	100	-27*	101	121	109	99	112	136	82
CCCCCCCCCCCCCCCCCSCc1ccc(Nc2ccccc2)cc1	101	104	112	102	102	117	104	99	92
N[C@@H](Cc1ccccc1)[C@@H](O)C(=O)NCc1ccccc1	107	97	105	104	90	103	102	99	93
COc1ccc(-c2cc(C(=O)Nc3nc4cc(C)c(C)cc4s3)nc3cc(-c4ccccc4)nn23)cc1	100	117	97	92	112	106	111	99	97
NNc1ncccn1	101	111	98	105	105	104	112	109	85
Cc1nc(N)ncc1CCC1OCCO1	111	106	101	99	108	118	109	·	97
O=C(NNC(=O)c1ccc(NC(=O)c2ccccn2)cc1)Nc1ccc(Cl)cc1	100	92	96	98	98	106	102	94	84
CCOC(=O)c1nnn(Cc2cc(=O)oc3cc(C)ccc23)c1C	108	107	102	106	97	104	107	98	93
CCC(NC)c1cccs1 (stereo unspecified)	102	110	107	101	109	110	105	104	77
COC(=O)c1nc(-c2ccc(C)cc2)oc1Sc1ccc(C)cc1	101	110	105	92	99	108	107	104	79
COc1ccc(C2=Nn3c(nnc3-c3cc(Cl)cc(Cl)c3Cl)SC2)cc1	31	-11*	3.1*	24	36	-21*	-19*	65	-18*
Cc1ccc2ccc3ccc(C)nc3c2n1	79	107	97	129	114	108	79	95	95
Nc1ccc2[nH]cc(-c3c4ccsc4cc4[nH]c5ccc(N)cc5c34)c2c1	69	74	83	82	94	98	92	92	95
COc1ccc(C2=NOC(c3cnccn3)C2)cc1OC (stereo unspecified)	111	110	102	94	96	105	106	96	61
c1ccc2c(c1)Oc1nccnc1-n1nc(CN3CCOCC3)cc1-2	91	74	93	104	88	102	101	79	102
CC1=C(C)C(=O)C(N2CCN(c3ccccc3C)CC2)=CC1=O	73	84	75	97	107	95	104	95	82
CC(=O)CC(c1ccccc1)c1c(O)c2ccccc2oc1=O (stereo unspecified)	112	111&100	100&96	116&109	105&106	103&96	118&100	100&98	118&101
OC(COc1ccccc1)CN1CCN(c2ccc(Cl)cc2)CC1 (stereo unspecified)	98	124	95	102	115	101	105	95	98
ClC(Cl)(Cl)C(c1ccccc1)c1ccccc1	109	102	101	103	97	103	108	98	97
COc1ccc(CCN2C(=O)/C(=C/c3nc(CO)cs3)SC2=S)cc1	92	91	87	98	96	96	102	101	36
Clc1cc(Cl)c(Cl)c(-c2nnc(SCc3ccncc3Br)o2)c1	91	73	88	101	102	90	96	98	84
COc1cc(Cn2cc3c(c2)-c2onc(CO)c2CC3)cc(OC)c1OC	98	97	93	112	85	94	94	81	88
CN1CCN(Cc2ccc(NC(=O)c3[nH]ncc3Nc3ncnc4c3CCC4)cc2)CC1	6.8*	19	5.2*	25	17	72	6.7*	9.1*	14
Cc1ccc(C)n1-c1ccsc1C(=O)NNC(=O)C(Cl)=C(Cl)Cl	98	109	95	109	100	100	100	108	·
COc1cc(-c2cc(OC)c(O)c(OC)c2)cc(OC)c1O	97	124	99	111	110	105	113	99	·

Individual results from the results shown.
OC(COc1ccccc1)CN1CCN(c2ccc(Cl)cc2)CC1 (stereo unspecified) in SK-OV-3 has 102
COc1ccc(C2=NOC(c3cnccn3)C2)cc1OC (stereo unspecified) in IGROV1 has 110

(continued)
SMILES	OVCAR-4	IGROV1	NCI-H23	SK-OV-3	NCI-H322M	NCI/ADR-RES	NCI-H460	NCI-H226	NCI-H522
COc1ccc(C(O)Cc2ccc(Cl)cc2)cc1 (stereo unspecified)	96	108	98	112	94	105	95	92	97
C=CCC(Cc1ccccc1)C(N)=O (stereo unspecified)	110	111	104	106	98	107	112	103	98
CC(=O)OCCOC(=O)Nc1ccccc1	99	105	97	93	100	111	105	106	99
COc1cc(-c2cc(/C=C/C(=O)c3ccc(Cl)c(Cl)c3)[nH]n2)cc(OC)c1OC	77	108	101	97	63	75	79	82	38
CCCCCc1cccnc1	114	117	90	104	130	93	105	95	95
CCC(C)C(NC(=O)c1ccccc1)C(=O)O (stereo unspecified)	117	123	96	106	113	105	114	126	102
Brc1ccc(/C=N/Nc2ncnc3sc4c(c23)CCN(Cc2ccccc2)C4)cc1	44	95	92	107	94	69	14	3.9*	90
CC(C)C1(C)C(=O)N(C)C(=O)N1Br (stereo unspecified)	114	96	102	100	96	107	114	99	90
N[C@@H](CO)[C@@H](O)c1ccc([N+](=O)[O-])cc1	120	107	116	106	108	114	113	97	89
CCOc1ccccc1/C=N\NC(=O)CCCCC(=O)N/N=C\c1ccccc1OCC	112	95	105	100	110	101	108	95	93
CCCCCCOC(=O)C(O)c1ccccc1 (stereo unspecified)	107	·	104	106	113	114	104	105	91
C=C1C(=O)O[C@H]2[C@H]1CC/C(COC(=O)c1cnccn1)=C\CC[C@@]1(C)O[C@@H]21	111	65	85	92	96	94	95	90	23

4 compounds from above, sorted by number of heavy atoms, rising:
SMILES	OVCAR-4	IGROV1	NCI-H23	SK-OV-3	NCI-H322M	NCI/ADR-RES	NCI-H460	NCI-H226	NCI-H522
CCCCCc1cccnc1	114	117	90	104	130	93	105	95	95
COc1ccc(C(O)Cc2ccc(Cl)cc2)cc1 (stereo unspecified)	96	108	98	112	94	105	95	92	97
Brc1ccc(/C=N/Nc2ncnc3sc4c(c23)CCN(Cc2ccccc2)C4)cc1	44	95	92	107	94	69	14	3.9*	90
CCOc1ccccc1/C=N\NC(=O)CCCCC(=O)N/N=C\c1ccccc1OCC	112	95	105	100	110	101	108	95	93

Following part
SMILES	OVCAR-4	IGROV1	NCI-H23	SK-OV-3	NCI-H322M	NCI/ADR-RES	NCI-H460	NCI-H226	NCI-H522
OC(CCN1CCCCC1)(c1ccccc1)C1CCCCC1 (stereo unspecified)	100&105	94&100	96&104	95&105	95&97	100&103	99&109	95&98	94&96
O=C(O)/C=C\C(=O)Nc1ccc(N=Nc2ccccc2)cc1	104	109	89	105	112	102	110	104	123
CCCCc1ccc(O)c(CN(CC)CC)c1	·	106	106	98	97	116	109	112	93
O=C(Nc1cc(Cl)ccc1C(=O)O)c1cccc(C[n+]2ccccc2)c1	104	115	94	102	96	100	107	104	114
N[C@@H](Cc1ccccc1)[C@@H](O)C(=O)NCCc1ccccc1	119	102	109	105	94	108	104	99	101
CCOC(=O)c1c(NCC(=O)Nc2cccc([N+](=O)[O-])c2)sc(C(C)=O)c1C	4.9*	22	-41*	-13*	95	-28*	-29*	-61*	-32*
Nc1ncc2ccc(F)cc2c1C#Cc1cncc(C(=O)NCCN2CCCCC2)c1	71	68	106	100	92	110	87	·	69
O=c1nccc(SCc2ccc(Cl)cc2Cl)[nH]1	90	115	103	96	94	96	99	97	91
O=[N+]([O-])c1ccc(N/N=C(\c2ccccc2)c2ccc(Cl)cc2)nc1	98	78	87	106	96	101	103	103	73
FC(F)(F)Oc1cccc(-c2cc(NCCCN3CCN(CCCNc4cc(-c5cccc(OC(F)(F)F)c5)nc5ccc(N6CCCC6)cc45)CC3)c3cc(N4CCCC4)ccc3n2)c1	114	85	125	109	113	104	112	97	90
COC(=O)[C@@H]1CC[C@H](C)c2ccc(C)nc2C1	111	111	97	104	108	100	108	94	93
N#CC(C#N)=C1NC(c2ccccc2)=C(c2ccccc2)C(c2ccccc2Cl)=C1C#N	117	108	93	103	107	96	111	108	86
O=C(/C=C/c1ccc2c(c1)OCO2)c1ccc(NC(=O)c2ccccc2CN2C(=O)c3ccccc3C2=O)cc1	88	99	93	114	84	99	98	103	89
COc1ccc(-c2nnc(COc3ccc(C(=O)/C=C/c4cccs4)cc3)o2)cc1	78	102	102	105	106	88	100	·	106
C=CCOC(=O)C(O)C=C (stereo unspecified)	98	102	106	107	89	109	99	110	92
